Compound activity: PubChem, several laboratories
STAT1 act = STAT1 signaling activators, primary screen, cell-based, HTS, luciferase reporter; NIH 3T3 STAT1-luciferase reporter, IFN-gamma, luminescence; 100% = IFN-gamma alone, no compound; AID 932, 2007; activation (% of control), % at 5.5 µM; hit rate 2.6% among 200,000;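 active = activation above the screen-wide mean activation plus 3 SD, cut at about 130% in these data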;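 note: raw ratio to IFN-gamma control signal so 100% means no change and 0% no light; values of inactives mirror those of a sister screen read the other way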
NF-kB expr up = activators of NF-kB expression in neurons, primary screen, cell-based, HTS; fold change at 12.5 µM; hit rate 1.6% among 190,000; human neuronal cells, NF-kB reporter expression; active compounds read high; in the data active = fold change above about 3.3
Diaphorase inh = diaphorase inhibitors and chemical oxidizers, primary screen, counter-screen for diaphorase-coupled primary assays, biochemical, uHTS, resorufin fluorescence. inhibition, % at 20 µM. diaphorase resazurin-to-resorufin fluorescence, NADH, 16 min; bacterial (C. kluyveri) enzyme, not human. hit rate 0.69% among 190,000. AID 1217, 2008;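 active = primary screen inhibition at 20 µM above a set limit, cut at about 50% in these data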;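 note: plate controls were DMSO with full reaction for no effect and wells lacking NADH for full effect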
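System: Diaphorase enzyme from Clostridium kluyveri | Amount: Enzyme working solution with 0.14 U/mL diaphorase | Benchmarks: No-NADH positive control and DMSO neutral control | Signal: Fluorescence of resorufin formed from resazurin, Ex 544/Em 590 nm | Schedule: 16-min room-temperature incubation before reading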
FLuc stim CS = FLuc activators, initial screening, artefact control for FLuc-dependent activation tests, biochemical, ATPlite luminescence; ATPlite luciferase biochemical, 10 min; 0 = ATP-free wells, 1 = DMSO control; activation factor at 10 µM; 200,000 tested, under 10 active;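 active = luciferase activation factor, scaled between plate controls, of at least 2 with compound at 10 µM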
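Assay system: Luciferase/luciferin detection reagent, cell-free biochemical luciferase assay / Also added: ATP substrate / Schedule: 10 min at ambient temperature / Measured by: luminescence measurement of luciferase light output / Benchmarks: low control with PBS replacing ATP, high control enzyme plus ATP without compound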
Diaphorase act = compounds boosting diaphorase resazurin reduction – biochemical, uHTS, resorufin fluorescence, counter-screen for diaphorase-coupled primary assays, primary screen. hit rate 0.005% among 190,000. AID 1229, 2008. Diaphorase/resazurin coupled assay, 16 min; active compounds read high; 1 = vehicle wells, 0 = NADH-free wells. activation factor at 20 µM;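 active = diaphorase activity raised at least twofold by the compound at 20 µM; inactive = activation factor below 2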
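System – purified diaphorase enzyme from Clostridium kluyveri · Input – enzyme 0.07 U/mL final · Also added – final NADH 0.114 mM, resazurin 0.1 mM · Measured by – fluorescence of resorufin, 544 nm excitation, 590 nm emission · Timing – 16 min enzyme reaction, ambient temperature · Measure – resorufin increase flagging diaphorase activators or reducers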
TLR4 MyD88 comp = inhibitors of TLR4-MyD88 association in cells, primary screen, cell-based, HeLa CL3-4, BLA complementation, FRET ratio | Toll-like receptor 4 (Homo sapiens) + Myeloid differentiation primary response protein … | HeLa CL3-4 TLR4/MyD88 BLA complementation | inhibition, % at 8.4 µM | hit rate 0.18% among 200,000 | AID 861, 2007; in the data active = inhibition above about 25%;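 note: 0% = vehicle and 100% = reference inhibitor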
Target sequence (O00206 whole entry, looked up): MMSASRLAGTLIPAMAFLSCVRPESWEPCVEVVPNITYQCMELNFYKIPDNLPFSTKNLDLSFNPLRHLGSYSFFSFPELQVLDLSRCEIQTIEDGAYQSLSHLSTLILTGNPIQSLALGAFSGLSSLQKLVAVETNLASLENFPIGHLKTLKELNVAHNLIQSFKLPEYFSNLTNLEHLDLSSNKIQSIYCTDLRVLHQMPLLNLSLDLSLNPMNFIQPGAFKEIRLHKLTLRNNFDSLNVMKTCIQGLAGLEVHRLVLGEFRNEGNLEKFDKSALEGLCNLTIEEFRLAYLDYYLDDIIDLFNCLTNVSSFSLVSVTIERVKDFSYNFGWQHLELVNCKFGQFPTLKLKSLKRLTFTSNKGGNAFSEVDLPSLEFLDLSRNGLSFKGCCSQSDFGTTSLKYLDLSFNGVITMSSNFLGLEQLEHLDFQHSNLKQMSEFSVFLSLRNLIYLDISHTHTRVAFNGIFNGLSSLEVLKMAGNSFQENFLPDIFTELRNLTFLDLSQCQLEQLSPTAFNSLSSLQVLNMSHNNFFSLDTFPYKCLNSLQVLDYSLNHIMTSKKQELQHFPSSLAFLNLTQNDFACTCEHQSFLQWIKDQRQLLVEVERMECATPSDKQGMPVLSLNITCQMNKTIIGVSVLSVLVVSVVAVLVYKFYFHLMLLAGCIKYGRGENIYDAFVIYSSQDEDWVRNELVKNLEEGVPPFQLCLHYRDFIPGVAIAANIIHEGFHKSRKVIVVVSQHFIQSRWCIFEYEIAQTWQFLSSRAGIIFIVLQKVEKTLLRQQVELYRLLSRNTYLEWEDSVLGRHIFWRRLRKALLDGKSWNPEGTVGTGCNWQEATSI
Target sequence (Q99836 whole entry, looked up): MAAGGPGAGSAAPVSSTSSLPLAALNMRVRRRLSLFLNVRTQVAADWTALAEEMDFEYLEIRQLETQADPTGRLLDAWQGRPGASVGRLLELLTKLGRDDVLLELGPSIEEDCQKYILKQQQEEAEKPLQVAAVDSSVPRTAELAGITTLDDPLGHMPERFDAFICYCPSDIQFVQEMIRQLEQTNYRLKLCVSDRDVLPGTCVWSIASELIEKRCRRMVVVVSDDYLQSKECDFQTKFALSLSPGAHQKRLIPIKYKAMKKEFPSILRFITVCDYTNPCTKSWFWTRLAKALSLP
APP 5'UTR act = activators of APP 5'UTR luciferase reporter, primary screen, SH-SY5Y cells; SH-SY5Y APP 5'UTR luciferase reporter, luminescence; zero percent = DMSO vehicle wells; activation, % at 2 µM; hit rate 1% among 190,000;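 active = activation above a set limit, based on mean plus 3 SD of controls, cut at about 140% in these data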; note: values of inactives mirror those of a sister screen read the other way
G6PDH CS = L. mesenteroides G6PDH inhibitors, counter-screen for G6PDH-coupled screening assays, biochemical, Leuconostoc mesenteroides enzyme; Purified L. mesenteroides G6PDH, diaphorase/resazurin coupled fluorescence, 45 min; inhibition, % at 5 µM; hit rate 0.12% among 200,000; AID 1020, 2008; in the data active = inhibition above about 50%
FLuc inh counter = firefly luciferase enzyme inhibitors, primary screen, artefact control for luciferase-based inhibitor screens, biochemical, luminescence, ATPLite; Luciferin 4-monooxygenase (Photinus pyralis), P08659; 10 min; inhibition, % at 10 µM; hit rate 1.5% among 200,000; AID 1006, 2008;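 active = inhibition above about 50% when tested at 10 µM, limit read from the data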
APP transl inh = inhibitors of APP translation via 5'UTR reporter, primary screen, APP 5'UTR luciferase, SH-SY5Y cells | SH-SY5Y APP 5'UTR-luciferase reporter, luminescence | inhibition, % at 2 µM | hit rate 0.82% among 190,000;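 active = inhibition above a set limit, derived from the sample mean plus 3 SD, cut at about 45% in these data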; note: values of inactives mirror those of a sister screen read the other way
Numbers without * were called inactive; / = no result given.

SMILES | STAT1 act | NF-kB expr up | Diaphorase inh | FLuc stim CS | Diaphorase act | TLR4 MyD88 comp | APP 5'UTR act | G6PDH CS | FLuc inh counter | APP transl inh
COCCCn1c(=O)/c(=C\c2ccccc2OC(F)F)s/c1=C(/C#N)C(=O)N1CCOCC1 | 94 | 0.72 | 9 | 1 | 0.9 | -10 | 5 | -5 | -4 | -5
CN=c1scc(-c2cc(OC)ccc2OC)n1/N=C/c1c(C)[nH]c2ccccc12 | 112 | 0.73 | 19 | 1 | 0.8 | 3 | 4 | -10 | -2 | -4
CC(C)OCCCNC(=O)CN1CCN(Cc2ccccc2Cl)C1=O | 97 | 1.1 | 6 | 1.1 | 0.9 | -8 | 5 | -1 | -5 | -5
Cc1nc2ccc(S(=O)(=O)NCC(=O)N3CCCCC3)cc2s1 | 98 | 1 | 6 | 1.1 | 0.9 | -1 | -4 | -5 | -6 | 4
CN(N)c1nc2ccccc2nc1C(F)(F)F | 99 | 1.3 | -3 | 1 | 1 | -4 | 15 | 1 | -2 | -16
CCN(CC)CCN1C(=O)c2ccccc2NC1c1cc(OC)c(OC)c(OC)c1 (stereo not drawn) | 105 | 0.99 | 8 | 1 | 0.9 | -1 | -15 | 5 | 1 | 14
O=C(Nc1nccs1)c1cc(Cl)ccc1[N+](=O)[O-] | 87 | 0.9 | 22 | 1 | 0.8 | 3 | 14 | -6 | -1 | -14
c1ccc(NC(=NCc2ccco2)c2ccccc2)cc1 | 93 | 1 | 4 | 1 | 1 | 7 | 3 | 9 | -5 | -3
CN1/C(=C/C(=O)C2CCC2)Sc2ccccc21 | 125 | 2 | 18 | 0.8 | 0.8 | 2 | 50 | 14 | 21 | -50
COc1cc(Br)cc(-c2nc3c(c(=O)[nH]c(=O)n3Cc3ccccc3)n2C)c1O | 104 | 0.59 | 22 | 1 | 0.8 | 4 | 3 | 1 | -2 | -3
Cc1ccc(CN(Cc2cccnc2)C(=O)CN2C(=O)COc3ccccc32)o1 | 89 | 0.64 | 24 | 1 | 0.8 | 5 | -11 | 2 | -1 | 10
COc1ccc(C(=O)NC(=S)Nc2ccc(N3CCCC3)cc2)cc1OC | 91 | 0.99 | 2 | 1.1 | 1 | 0 | -4 | -11 | -14 | 4
Cc1ccc(NC(=S)N(CCCN2CCN(C)CC2)Cc2cccs2)cc1 | 95 | 0.91 | -22 | 1 | 1.2 | 14 | 15 | 6 | -5 | -16
O=C(CN(Cc1ccc2c(c1)OCO2)C(=O)CNS(=O)(=O)c1ccccc1)NCC1CCCO1 (stereo not drawn) | 99 | 1.8 | 13 | 1 | 0.9 | -2 | -12 | 5 | -5 | 12
Cc1cccc(Nc2n[nH]c(=S)s2)c1C | 104 | 1.1 | 26 | 0.9 | 0.7 | 1 | -16 | -1 | 13 | 16
CC(=O)Nc1ccc(C#Cc2ccc(NC(C)=O)cc2)cc1 | 128 | 1.3 | -13 | 1 | 1.1 | 1 | 8 | 0 | -3 | -8
Cc1ccc(C)c2sc(NC(=O)c3ccc(N4C(=O)CCC4=O)cc3)nc12 | 101 | 1.2 | 2 | 1 | 1 | -2 | -35 | 7 | -1 | 35
COc1cccc(N(CC(=O)N2CCN(C)CC2)S(=O)(=O)c2ccc(C)cc2)c1 | 99 | 1.1 | 9 | 1 | 0.9 | 8 | -9 | 4 | -4 | 9
COCc1cc(=O)[nH]c(/N=C(\N)Nc2ccc(C)cc2C)n1 | 102 | 1.1 | 0 | 1 | 1 | 5 | 13 | 3 | -2 | -12
O=C1c2cccc3cccc(c23)C(=O)N1c1ccc2ncccc2c1 | 99 | 1.1 | 1 | 1 | 1 | -7 | 3 | 3 | -1 | -3
COc1ccc(NC(=S)N(CCCN2CCOCC2)Cc2cn(C)c3ccccc23)cc1OC | 97 | 1.1 | 19 | 1.1 | 0.8 | 2 | 6 | -9 | -7 | -6
COc1ccc(-c2nc3n(n2)C(c2ccccc2Cl)C(C(N)=O)=C(C)N3)cc1 (stereo not drawn) | 104 | 1.1 | 13 | 1.1 | 0.9 | 0 | -25 | 7 | -5 | 25
O=C(N/N=C1/SCC(=O)N1Cc1ccco1)c1ccccc1F | 96 | 0.94 | 5 | 1 | 1 | -7 | 15 | 2 | 0 | -15
COc1ccc(NC(=O)c2[nH]c(C)c(C(C)=O)c2C)cc1S(=O)(=O)N1CCOCC1 | 99 | 0.76 | 4 | 1 | 1 | -8 | -9 | 2 | -1 | 9
CCC(=O)N(Cc1ccc(S(N)(=O)=O)cc1)C1CC(=O)N(c2ccc(OC)cc2)C1=O (stereo not drawn) | 106 | 1.1 | 17 | 1.1 | 0.8 | 9 | 6 | 11 | -6 | -6
C=C(C(=O)c1ccccc1)C(C)CC(=O)c1ccccc1 (stereo not drawn) | 97 | 1.3 | 13 | 1 | 0.9 | 13 | -20 | 5 | 2 | 20
Cc1cc(NC(=O)CSc2ccccn2)no1 | 103 | 1.1 | -5 | 1 | 1.1 | 5 | 19 | 3 | 1 | -19
Cc1ccc(C)c(N2CCN(C(=O)Cn3c(=O)[nH]c4ccsc4c3=O)CC2)c1 | 97 | 0.95 | 7 | 1 | 0.9 | -6 | 16 | 8 | -4 | -16
CCC(C)Oc1ccc(/C=C/c2[nH]c(=O)[nH]c(=O)c2[N+](=O)[O-])cc1OC (stereo not drawn) | 100 | 1.2 | 9 | 0.9 | 0.9 | -4 | 2 | 4 | 13 | -2
Cc1cccc(C=Nc2ccc3c4c(cccc24)CC3)c1O | 86 | 1.2 | 21 | 0.9 | 0.8 | 7 | 3 | -27 | 8 | -3
CCc1nc(SCC(=O)Nc2nccs2)c2oc3ccccc3c2n1 | 90 | 1.3 | 10 | 1 | 0.9 | -1 | 7 | -59 | -4 | -7
Cc1ccc(C(=O)NCCc2nnc3ccc(SCC(=O)Nc4ccc(C)cc4C)nn23)cc1 | 98 | 1.3 | -3 | 1 | 1 | -3 | 5 | 6 | 0 | -5
CCOc1ccc(-c2nnc(SCc3nc4ccccc4[nH]3)n2N)cc1 | 90 | 1.1 | 3 | 1 | 1 | -1 | 12 | -9 | 1 | -12
Brc1ccc(-c2nnc3n2-c2ccccc2CC3)cc1 | 98 | 1 | 14 | 1.1 | 0.9 | 4 | 9 | 1 | -6 | -8
COc1ccc2sc(NC(=O)CC(C)C)nc2c1 | 146* | 3.5* | -6 | 0.9 | 1.1 | 1 | 94 | 10 | 15 | -94
COc1cc(OC)nc(NC(=O)NS(=O)(=O)c2ccc(OC(F)(F)F)cc2)n1 | 102 | 1.2 | 1 | 1 | 1 | 5 | 3 | 8 | -4 | -3
C/C(=N\NC(=O)CCCNc1ccccc1)c1ccncc1 | 98 | 0.91 | 8 | 1 | 0.9 | -6 | 8 | 2 | -4 | -8
Cc1ccc2cn[nH]c2c1[N+](=O)[O-] | 97 | 1.6 | 10 | 1 | 0.9 | -9 | -1 | 3 | -3 | 2
Cc1cccc(N2CCN(C(=O)Cn3cnc4c3c(=O)n(C)c(=O)n4C)CC2)c1C | 97 | 0.92 | 7 | 1.1 | 0.9 | 1 | 25 | 8 | -9 | -25
CC(C)(C)NC(=O)C(c1cccs1)N(C(=O)c1csnn1)c1cccc(F)c1 (stereo not drawn) | 98 | 1 | 10 | 1.1 | 0.9 | -8 | 23 | 7 | -6 | -23
O=C(COC(=O)CNS(=O)(=O)c1c(Cl)cccc1Cl)Nc1ccccc1Sc1ccccc1 | 110 | 1.1 | 21 | 1 | 0.8 | -1 | 19 | 2 | -4 | -19
CSc1ncnc2c1cnn2-c1ccc(C)cc1C | 114 | 1.8 | 7 | 0.9 | 0.9 | 4 | 18 | -3 | 8 | -18
CCN(CC)C(=O)c1[nH]cnc1C(=O)N[C@@H](CC(C)C)C(=O)OC(C)(C)C | 98 | 1.1 | 11 | 1 | 0.9 | -4 | -3 | 17 | -2 | 3
COc1ccc(N(CC(=O)Nc2cc(C)ccc2C)S(=O)(=O)c2c(C)nn(C)c2C)cc1 | 105 | 0.87 | 23 | 1.1 | 0.8 | -2 | -3 | -23 | -5 | 3
O=C(NN=C1CCCC1)c1n[nH]c2c1CCCC2 | 104 | 3.2 | 4 | 0.6 | 1 | -15 | -92 | 4 | 45 | 92*
Cc1nn(C)cc1CN1CCCC(C(=O)c2ccc(-c3ccccc3)cc2)C1 (stereo not drawn) | 93 | 0.66 | 7 | 1 | 0.9 | 6 | -10 | 15 | -1 | 10
CCOC(=O)C1(CCc2ccccc2)CCN(Cc2ccc(OC)cc2)CC1 | 86 | 0.67 | 13 | 1.1 | 0.9 | -11 | 13 | 6 | -8 | -13
O=S(=O)(c1ccccc1)c1cnc(-c2cccnc2)nc1-c1ccccc1 | 95 | 1.1 | 3 | 1.1 | 1 | -6 | / | 2 | -9 | /
O=S1(=O)N=C2CCCCCN2C(c2ccccc2)N1 (stereo not drawn) | 99 | 1.2 | -14 | 1 | 1.1 | -8 | 6 | 5 | -4 | -6
O=c1nc2n(c3ccc(Br)cc13)CCS2 | 97 | 1.3 | 6 | 1 | 0.9 | 3 | -4 | 1 | -4 | 4
CCn1c(/C=C/c2c(C)n(CC)c3ccccc23)nc2ccccc2c1=O | 93 | 1.1 | 8 | 1 | 0.9 | 5 | 7 | -31 | -2 | -7

A second format for six compounds above:
Every second line gives: STAT1 act | NF-kB expr up | Diaphorase inh | FLuc stim CS | Diaphorase act | TLR4 MyD88 comp | APP 5'UTR act | G6PDH CS | FLuc inh counter | APP transl inh
CC(=O)Nc1ccc(C#Cc2ccc(NC(C)=O)cc2)cc1
→ 128 | 1.3 | -13 | 1 | 1.1 | 1 | 8 | 0 | -3 | -8
C=C(C(=O)c1ccccc1)C(C)CC(=O)c1ccccc1 (stereo not drawn)
→ 97 | 1.3 | 13 | 1 | 0.9 | 13 | -20 | 5 | 2 | 20
c1ccc(NC(=NCc2ccco2)c2ccccc2)cc1
→ 93 | 1 | 4 | 1 | 1 | 7 | 3 | 9 | -5 | -3
COc1ccc(-c2nc3n(n2)C(c2ccccc2Cl)C(C(N)=O)=C(C)N3)cc1 (stereo not drawn)
→ 104 | 1.1 | 13 | 1.1 | 0.9 | 0 | -25 | 7 | -5 | 25
Cc1ccc2cn[nH]c2c1[N+](=O)[O-]
→ 97 | 1.6 | 10 | 1 | 0.9 | -9 | -1 | 3 | -3 | 2
COc1ccc(C(=O)NC(=S)Nc2ccc(N3CCCC3)cc2)cc1OC
→ 91 | 0.99 | 2 | 1.1 | 1 | 0 | -4 | -11 | -14 | 4
